# SR-BI DiI inh = inhibitors of mouse SR-BI mediated HDL lipid uptake | AID 488896 | ldlA[mSR-BI] CHO cells, DiI-HDL uptake fluorescence, 3 h | 320,000 tested, 0.96% active | inhibition, % at 12.5 µM;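 active means mean replicate inhibition of at least 70% and a set share of replicates each scoring 70 or more; inconclusive means meets just one of the two criteria; inactive means fails both criteria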;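 further: 0% = median of neutral control wells and 100% = median of positive control wells; values of inactives mirror those of a sister screen read the other way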
# Target sequence (Q61009 whole entry, looked up): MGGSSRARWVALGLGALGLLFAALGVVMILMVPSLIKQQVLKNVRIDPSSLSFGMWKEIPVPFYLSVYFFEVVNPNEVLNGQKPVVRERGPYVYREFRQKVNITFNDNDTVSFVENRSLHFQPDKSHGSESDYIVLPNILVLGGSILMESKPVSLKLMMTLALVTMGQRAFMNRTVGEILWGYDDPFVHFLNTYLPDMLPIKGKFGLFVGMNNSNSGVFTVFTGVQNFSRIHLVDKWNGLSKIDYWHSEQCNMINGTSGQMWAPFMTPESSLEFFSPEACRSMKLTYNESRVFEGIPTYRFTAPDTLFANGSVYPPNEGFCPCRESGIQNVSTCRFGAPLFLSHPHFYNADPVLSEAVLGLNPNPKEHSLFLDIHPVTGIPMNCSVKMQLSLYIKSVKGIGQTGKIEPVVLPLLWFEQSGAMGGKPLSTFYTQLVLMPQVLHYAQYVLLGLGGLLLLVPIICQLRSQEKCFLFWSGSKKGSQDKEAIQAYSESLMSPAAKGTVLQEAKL
# Ecoli viability = reduces bacterial viability in AddAB counter-screen; AID 449728; inhibition, % at 11.9 µM; E. coli V3065 growth, OD600 absorbance, 18 h; 330,000 tested, 0.27% active;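 active means inhibition above the campaign's mean inhibition across all tested compounds plus 3 SD, cut at about 9.9% in these data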;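 further: uninfected addAB+ strain grown without phage in ampicillin broth; 0% = DMSO wells and 100% = ciprofloxacin 0.95 µg/ml wells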
# CAL PDZ FP-1 = CAL PDZ (human) peptide binding inhibition | Q9HD26 | purified CAL PDZ, TMR-peptide fluorescence polarization, 1 h | inhibition, % at 24.9 µM | 300,000 tested, 0.92% active | AID 602252;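 active means mean inhibition of at least 30% with at least half of replicates also reaching 30%; inconclusive means no clear call, values can overlap the other calls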;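 further: 0% = DMSO neutral control and 100% = excess unlabeled competitor peptide PRC23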
# MITF TRPM1 HTS = MITF TRPM1 promoter activation in melanoma cells; 300,000 tested, 0.75% active; SK-MEL-5 TRPM1-promoter luciferase, 24 h; % of positive control, neutral wells = 0; activation, % at 12.5 µM;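 active means mean activation of at least 80% with every replicate also reaching 80%; inconclusive means mean reaches 80% but some replicate falls short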;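 further: 0% = neutral control wells and 100% = parthenolide positive control wells; values of inactives mirror those of a sister screen read the other way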
# phage Ecoli inh = E. coli growth loss with phage present; 360,000 tested, 0.26% active; growth absorbance; inhibition, % at 11.9 µM; in the data active means inhibition above about 11%
# Wnt bcat act = Wnt/beta-catenin pathway activation; 300,000 tested, 1.2% active; activation, % at 9.35 µM; Wnt/beta-catenin reporter cell assay, activator, plate reader; AID 743398; in the data active means activation above about 30%, passing the limit was not always enough; inconclusive means no clear call, values can overlap the other calls;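 further: 0% = neutral control wells and 100% = positive control wells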
# Tat export inh = E. coli Tat transport inhibition; E. coli MC4100 TorA-mCherry Tat export, fluorescence; AID 488895; inhibition, % at 10 µM; 340,000 tested, 0.036% active;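 active means mean replicate inhibition at least 50% and at least half of replicates individually reaching 50%; inconclusive means only one of the two criteria met; inactive means neither criterion met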;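 further: exported cargo escapes ClpAP degradation while cytoplasmic cargo is degraded and loses fluorescence; 0% = median of neutral control wells and 100% = median of NaSCN control wells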
# SR-BI DiI-HDL act = SR-BI HDL lipid transfer activation | CHO ldlA[mSR-BI] cells, DiI-HDL uptake fluorescence, 3 h; 100 = double the neutral-control signal | activation, % at 12.5 µM | 320,000 tested, 0.096% active;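 active means mean replicate activation of at least 60% and every replicate at or above 60%; inconclusive means mean or all-replicate condition met, but not both; inactive means mean below 60% and not all replicates reaching 60%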;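 further: 0% = median plate neutral-control signal and 100% = twice that signal; values of inactives mirror those of a sister screen read the other way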
#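 Material: SR-BI-overexpressing, LDLR-lacking CHO cells | Dosing: Single compound concentration, delivered by pin transfer | Probe or stimulus: Labelled HDL, 10 µg/mL | Signal: Bottom-read cell fluorescence after medium removal, ex 550/em 595 nm | Schedule: 3 h, 37 °C | Evaluation: HDL uptake via cellular fluorescence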
# AddAB inh = less growth of phage-infected E. coli with AddAB | E. coli expressing H. pylori AddAB, absorbance growth | inhibition, % at 11.9 µM | 330,000 tested, 0.29% active; in the data active means inhibition above about 12%;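 further: 0% = vehicle wells of infected cells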
# CAL PDZ FP-2 = human CAL PDZ-peptide interaction inhibition; Q9HD26; purified CAL PDZ, TMR-peptide fluorescence polarization, 1 h; inhibition, % at 20 µM; 330,000 tested, 0.02% active; AID 504414;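 active means highest replicate inhibition of at least 40%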;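 further: plate controls were DMSO neutral control wells for no effect and unlabeled competitor peptide control wells for full effect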
#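 Assay system – tagged CAL PDZ protein CerCALP, purified · Timing – 1 h at RT · Compound – single point, 20 µM · Measured by – fluorescence polarization from S- and P-plane intensities, G-factor corrected · Evaluation – inhibition from polarization loss · Probe or stimulus – TMR reporter peptide T*-PRC34 · Buffer or medium – pH 7.4 phosphate-saline buffer, reducing agent, detergent, IgG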
# Starred values were filed as active, the others as inactive; ? = inconclusive; · = no result given. Compounds as they come; any-hit rate near 3.6%.
Structure	Ecoli viability	MITF TRPM1 HTS	Tat export inh	phage Ecoli inh	Wnt bcat act	AddAB inh	CAL PDZ FP-1	CAL PDZ FP-2	SR-BI DiI-HDL act	SR-BI DiI inh
COc1cnn(Cc2ccccc2)c(=O)c1SCc1ccccc1	0.9	-7	-5	1.0	-2	1.5	7	0.1	0	0
CC(C)(C)c1cc(-c2ccccc2)no1	1.8	·	3	1.9	16	1.1	-5	-1.0	-1	1
C1CCC(Nc2nc3nonc3nc2N2CCSCC2)C1	-0.4	-23	4	3.2	·	2.3	-5	-3.6	0	0
Cc1ccc2sc(NNC(=O)c3ccc4c(c3)OCCO4)nc2c1C	-3.6	-1	-14	1.3	-1	0.5	·	-3.9	2	-2
Cc1ccc(NC(=O)C2CCN(S(C)(=O)=O)CC2)cc1	2.3	21	-5	-0.1	·	1.2	-3	-2.1	0	0
COC(=O)[C@@H]1C[C@@H](c2ccccc2)[C@H](C)C1(C)C	-1.4	-3	-1	-3.8	0	1.3	-3	0.0	12	-12
CCOc1ccc(NS(=O)(=O)c2ccc3[nH]c(=O)c(=O)[nH]c3c2)cc1	4.6	3	3	1.9	2	8.7	2	-1.1	10	-10
CCNC(=O)N1CCCC(C(=O)c2ccc3cc(OC)ccc3c2)C1 (centres undefined)	-0.1	-3	-13	1.1	-2	-1.6	3	0.7	14	-14
CCOc1ccc(S(=O)(=O)N/N=C2/CC(c3ccccc3)Oc3ccccc32)cc1 (centres undefined)	0.9	13	2	1.1	·	1.1	·	0.0	-7	7
CCN(CC(=O)N1CCCC1)S(=O)(=O)c1ccc2ccccc2c1	-0.5	·	-12	3.2	0	1.8	0	0.2	8	-8
O=C(COc1cc2oc(=O)c3c(c2cc1Cl)CCC3)NCc1ccncc1	-0.8	23	-3	0.2	-1	2.6	-2	-2.0	-13	13
O=C(O)c1ccccc1OCCOc1ccccc1C(=O)O	0.0	-10	-15	2.0	7	-0.3	-3	-1.1	27	-27
O=C1C(C2=NC(c3ccccn3)C3C(=O)N(c4ccc(OC(F)(F)F)cc4)C(=O)C23)=C(O)c2ccccc21 (centres undefined)	-0.3	·	0	3.1	-8	5.0	-5	-0.4	12	-12
C=CCn1c(SCC(=O)NCC2CCCO2)nc2scc(-c3ccco3)c2c1=O (centres undefined)	-0.6	12	-7	-0.2	·	-1.4	·	-3.3	12	-12
COc1ccc(S(=O)(=O)NN=C2CCCCC2)cc1	-1.7	-3	0	1.2	-1	4.3	2	·	9	-9
Cc1ccc(S(=O)(=O)N(C)c2ccc(OCC(=O)Nc3cccc(-n4cnnn4)c3C)cc2)cc1	1.7	-5	1	0.6	-2	-0.8	-2	-0.7	-84	84*
Cc1ccn2c(NC3CCCCC3)c(-c3cccc(-c4cccc(Cl)c4)c3)nc2c1	1.0	10	-10	1.8	-20	3.2	-1	-1.4	-47	47
Cc1onc(-c2ccccc2Cl)c1C(=O)NCc1ccccc1F	1.9	-8	-4	1.7	1	-0.9	-3	-1.3	9	-9
CN(C)S(=O)(=O)c1cccc(NC(=O)c2ccc(N3CCCC3=O)cc2)c1	-0.8	2	4	4.0	11	2.0	·	-2.2	-50	50
CC1CCCCC1NC(=O)CCS(=O)(=O)c1ccc2c(c1)NC(=O)CS2 (centres undefined)	-1.4	0	-3	2.5	-2	1.4	0	-2.4	5	-5
CCOC(=O)N1CCN(S(=O)(=O)c2cc(Br)cc3c2N(C(=O)C2CC2)CC3)CC1	0.7	·	8	-0.3	-5	3.6	-5	-0.1	-19	19
Cc1ccc(OCC(=O)Nc2ccc(-n3cnnn3)cc2)c(C)c1	·	-1	-9	1.8	-1	·	-7	-1.6	-20	20
COc1cc(C)c(NC(=O)C(=S)NCc2ccccc2)cc1C	-0.4	2	-8	0.0	0	1.1	2	-0.6	16	-16
Cn1c(SCC(=O)N2CCOCC2)nnc1-c1ccc2ncccc2c1	-2.1	-3	-4	0.5	3	1.4	·	-0.3	22	-22
c1cncc(-c2nc3c(ccc4ccccc43)[nH]2)c1	-1.6	13	1	-0.8	13	4.4	-4	-4.6	-19	19
COc1ccc2nc(SCC(=O)Nc3nccs3)[nH]c2c1	2.5	25	?	5.8	10	2.2	-3	-2.6	18	-18
O=S(=O)(NCc1ccc2c(c1)OCO2)c1c(F)cc(F)cc1Br	-2.7	9	-1	1.9	1	-1.3	5	-1.8	·	·
CC(/C=C/c1cccs1)=C\C(=O)O	2.3	0	-11	1.7	·	2.6	-6	-0.3	-4	4
Cc1ccc(S(=O)(=O)N2CCCOC2CNC(=O)C(=O)NCc2ccccc2C)cc1 (centres undefined)	-0.1	-5	3	1.2	0	2.5	2	-2.2	-5	5
CC1=CC(C)(C)N2C(=O)C3(SCC(=O)N3c3ccc(O)cc3)c3cc(C)cc1c32 (centres undefined)	-0.1	·	28	0.0	-2	5.0	-2	-1.8	4	-4
Cc1ccccc1OCC(=O)N/N=C/c1c(C)nn(-c2ccccc2)c1Cl	0.3	-1	3	2.9	0	-0.3	-1	-1.7	-6	6
COc1ccccc1CC(=O)Nc1c[nH]c(=O)[nH]c1=O	-1.4	-3	-8	3.5	-2	0.7	10	-3.0	36	-36
CCOC(=O)Cn1c(SC)nc2sc3c(c2c1=O)CC(C)(C)OC3	-1.1	·	-10	2.2	1	-1.9	-3	-0.9	15	-15
CCS(=O)(=O)N1CCC(C(=O)NCCCN2CCC(Cc3ccccc3)CC2)CC1	-0.6	-5	-6	1.1	·	1.9	2	1.1	-4	4
Cc1cccc(/C=N/NC(=O)CNc2cccc3ccccc23)n1	-3.9	1	2	1.3	3	0.5	1	0.4	8	-8
CC(=O)CCc1ccc(OCC(O)CNC2CCCc3ccccc32)cc1 (centres undefined)	1.2	9	-7	4.9	-3	-0.3	0	-1.5	-15	15
CCCN1C(=O)C(Cc2nc3ccccc3c(=O)n2-c2ccccc2)c2ccccc21 (centres undefined)	-1.2	-4	-2	-0.7	·	4.2	-2	-1.1	-26	26
Cc1nn(CC(O)COc2ccc3c(c2)CCC3)c(C)c1C (centres undefined)	1.4	·	-2	2.1	0	1.6	7	-0.3	-4	4
CCCS(=O)(=O)Nc1ccc(Nc2c3ccccc3nc3ccccc23)c(OC)c1	·	·	-7	-0.6	-2	·	-5	-2.1	-80	80*
Cc1cc(Cl)ccc1OCC(=O)NC1CCCC1	-2.0	16	7	1.6	1	1.4	-2	-0.8	-16	16
N#Cc1c(N)c(C(=O)c2ccccc2)n2c1CCCC2	2.3	8	-8	-0.2	-1	1.1	1	-1.7	-16	16
CCCCOc1ccc(N2CC(C(=O)NCCc3ccc(OC)c(OC)c3)CC2=O)cc1 (centres undefined)	-0.2	-3	10	2.8	-1	1.3	1	-0.4	-61	61
COc1ccccc1NS(=O)(=O)c1cc(C(=O)NCc2ccco2)ccc1C	0.8	-10	0	3.3	·	-1.9	·	-1.0	-6	6
Clc1ccc(-c2nc(-c3cc4cc(Cl)ccc4o3)cs2)cc1	1.5	·	·	3.3	1	0.0	·	·	·	·
Cc1ccccc1CN1CCC(CNC(=O)Nc2ccc(F)cc2F)CC1	-0.8	9	-9	-2.1	-3	-1.3	-2	-0.6	13	-13
O=c1c2ccccc2nc(SCc2cn3ccsc3n2)n1-c1ccccc1F	3.4	1	4	2.1	·	-0.8	-6	-2.3	-10	10
Cc1ccccc1C(=O)NNC(=O)Cc1ccccc1	-0.8	-3	-3	0.6	·	1.0	-1	0.5	-11	11
O=C(COc1cccnc1[N+](=O)[O-])NCc1ccco1	4.5	-8	4	5.5	0	3.9	-3	-2.2	4	-4
CS(=O)(=O)N1CCC(C(=O)Nc2ccc3c(c2)OCCO3)CC1	-0.7	1	-7	1.1	·	-0.4	-5	-1.0	·	·
COc1ccc(NC(=O)COc2cccc3c2CCN(C)C3=O)c(OC)c1	3.5	12	22	0.9	-1	1.8	-4	-0.4	-48	48
O=c1c2ccccc2nnn1Cc1ccccc1	3.4	2	-1	4.3	5	2.3	2	-1.5	·	·
CC(=O)NC(=S)Nc1ccc(NC(=S)NC(=O)/C=C/c2ccco2)cc1	-0.8	-11	-3	0.7	-1	0.3	-7	-0.3	-42	42
CCOCCCNC(=O)C(NC(=O)c1ccc2c(c1)OCO2)c1ccccc1 (centres undefined)	-1.8	-9	-5	2.4	-2	5.2	3	-1.3	24	-24
O=C(c1ccc(S(=O)(=O)NCC2CCCO2)cc1)N1CCN(c2ccccc2F)CC1 (centres undefined)	0.0	2	4	2.1	-5	1.2	-11	-0.1	21	-21
NC(=O)c1ccc(Nc2nnc(-c3ccc(O)cc3)c3ccccc23)cc1	0.1	-8	-11	2.1	-1	5.0	-5	-3.5	-15	15
COCCn1nnnc1C(c1cc2cc(C)ccc2[nH]c1=O)N1CCN(C2CCCCC2)CC1 (centres undefined)	0.4	5	-1	-2.2	-4	-0.5	1	-2.7	13	-13
COc1cccc(C(=O)NC(=S)N2CCN(c3ccc(C(F)(F)F)cc3[N+](=O)[O-])CC2)c1	-3.1	-4	-7	-0.1	-10	-0.1	-2	-0.7	-19	19
CCOC(=O)c1c(-c2ccc(-c3ccccc3)cc2)csc1NC(=O)C1C2CCC(O2)C1C(=O)O (centres undefined)	0.1	0	12	1.5	·	2.9	-10	-5.6	-12	12
COC(=O)C1=C(C)N(Cc2ccccc2)C(=NCCc2c[nH]c3ccccc23)N[C@H]1c1cccc(F)c1	1.7	-43	7	1.4	-9	2.1	4	0.5	8	-8
O=C(CNC(=O)c1ccc(Cl)cc1Cl)OCc1cn2cc(Br)ccc2n1	1.7	2	-7	3.6	0	1.4	-1	0.4	13	-13
Cc1c(C(c2cc3c(cc2Br)OCO3)c2c(C)n(C)n(-c3ccccc3)c2=O)c(=O)n(-c2ccccc2)n1C	-0.5	4	0	2.6	-3	-0.9	·	0.2	4	-4
COc1cc2c(cc1OC)C(C)N(CCc1ccc(Cl)cc1)CC2 (centres undefined)	2.9	·	·	3.5	-1	1.5	·	·	·	·
